PME-1 inh: PME-1 (human) inhibition; Q9Y570; recombinant PME-1, FP-Rh probe fluorescence polarization; inhibition, % at 5.9 µM; hit rate 0.53% among 320,000; AID 2130;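 active = inhibition above the campaign mean of all compounds plus 3 SD, cut at about 26% in these data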;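 note: competitive labeling of PME-1 active site by serine hydrolase directed probe; 0% = PME-1 with DMSO and 100% = wells lacking PME-1 enzyme; inhibitors block probe labeling so polarization falls and inhibition rises; many of its hits are not listed in these tables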
Target sequence (Q9Y570 whole entry, looked up): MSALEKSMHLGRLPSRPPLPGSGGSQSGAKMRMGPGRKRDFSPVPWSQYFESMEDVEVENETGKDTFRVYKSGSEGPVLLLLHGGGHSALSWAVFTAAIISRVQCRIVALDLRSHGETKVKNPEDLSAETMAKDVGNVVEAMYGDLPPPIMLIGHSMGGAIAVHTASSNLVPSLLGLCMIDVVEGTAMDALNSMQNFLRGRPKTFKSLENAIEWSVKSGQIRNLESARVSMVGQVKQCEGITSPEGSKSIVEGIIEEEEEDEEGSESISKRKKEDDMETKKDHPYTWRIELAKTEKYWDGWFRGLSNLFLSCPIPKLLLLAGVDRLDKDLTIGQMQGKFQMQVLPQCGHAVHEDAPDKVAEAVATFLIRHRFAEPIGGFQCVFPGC
PAFAH1B2 inh: PAFAH1B2 (human) inhibition; recombinant PAFAH1B2, FP-rhodamine activity probe, fluorescence polarization; hit rate 1.2% among 340,000; inhibition, % at 3.39 µM; P68402;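 active = inhibition above the mean of all tested compounds plus 3 SD, cut at about 24% in these data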;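 note: 0% = enzyme with DMSO and 100% = wells lacking PAFAH1B2; many of its hits are not listed in these tables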
Fam108B inh: counter-screen for RBBP9 inhibitors: inhibitors of mouse Fam108B; inhibition, % at 9.51 µM; recombinant Fam108B, FP-Rh probe fluorescence polarization; hit rate 0.33% among 300,000;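 active = inhibition above the screen mean inhibition plus 3 SD, computed separately per campaign, cut at about 18% in these data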;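 note: inhibitors lower polarization as less probe binds the enzyme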
pPAFAH FP inh: pPAFAH (human) enzyme inhibition; AID 463082; Q13093; inhibition, % at 3.39 µM; recombinant pPAFAH, FP-rhodamine probe fluorescence polarization; hit rate 1.5% among 330,000;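 active = inhibition above the mean inhibition across the screen plus 3 SD, cut at about 25% in these data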;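 note: inhibitors block binding of the rhodamine activity-based probe so polarization drops; 0% = enzyme with DMSO and 100% = wells lacking pPAFAH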
Target sequence (Q13093 whole entry, looked up): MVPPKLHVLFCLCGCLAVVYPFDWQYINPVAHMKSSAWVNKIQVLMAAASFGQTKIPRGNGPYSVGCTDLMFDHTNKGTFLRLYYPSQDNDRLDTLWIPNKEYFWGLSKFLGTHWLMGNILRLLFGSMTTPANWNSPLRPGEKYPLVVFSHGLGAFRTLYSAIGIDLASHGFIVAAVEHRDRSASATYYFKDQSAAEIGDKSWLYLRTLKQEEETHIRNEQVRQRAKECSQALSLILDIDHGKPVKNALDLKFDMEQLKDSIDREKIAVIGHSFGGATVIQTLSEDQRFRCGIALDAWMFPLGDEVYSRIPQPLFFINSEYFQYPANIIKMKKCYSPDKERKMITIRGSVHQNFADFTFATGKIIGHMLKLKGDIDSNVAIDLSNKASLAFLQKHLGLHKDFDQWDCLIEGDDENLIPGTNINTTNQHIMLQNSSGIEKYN
MCL1 BIM primary: inhibitors of human MCL1 binding to BIM-BH3 peptide | hit rate 0.68% among 320,000 | Q07820 | GST-MCL1 / FITC-Bim-BH3 fluorescence polarization | inhibition, % at 10.9 µM;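 active = inhibition above the mean inhibition of all tested compounds plus 3 SD, set per campaign, cut at about 40% in these data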;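 note: 0% = DMSO wells and 100% = unlabeled Bim-BH3 peptide control; higher means more loss of mP so more displacement of Bim peptide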
MEX-5 binding: C. elegans MEX-5 TCR-2 RNA binding activity; hit rate 0.38% among 300,000; activity score (negative = inhibition of binding), % at 10 µM; AID 1832; MEX-5/FITC-TCR2 RNA binding, fluorescence polarization; stronger effect = lower value;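 active = inhibition past about -25% in most replicates, and total fluorescence under double the plate's negative control median, limit read from the data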;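 note: 0% = DMSO and -100% = 5 µM competing unlabeled TCR2 RNA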
BCLXL inh: Bcl-xL (human) inhibition; GST-Bcl-xL / FITC-Bim BH3 peptide fluorescence polarization; inhibition, % at 10.9 µM; hit rate 0.7% among 320,000;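 active = inhibition above the mean of all tested compounds plus 3 SD, cutoff set per campaign, cut at about 30% in these data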;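 note: 0% = DMSO wells and 100% = unlabeled Bim-BH3 peptide competitor; inhibitors lower millipolarization by displacing the labeled peptide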
Target sequence (Q07817 whole entry, looked up): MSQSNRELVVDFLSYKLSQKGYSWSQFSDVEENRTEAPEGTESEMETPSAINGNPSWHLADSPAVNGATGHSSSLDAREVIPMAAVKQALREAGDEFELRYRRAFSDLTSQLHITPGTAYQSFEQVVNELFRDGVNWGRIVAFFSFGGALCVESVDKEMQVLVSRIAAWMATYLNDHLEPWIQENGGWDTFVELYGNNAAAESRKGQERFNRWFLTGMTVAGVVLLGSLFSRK
GLD-1 TGE inh: GLD-1-TGE RNA interaction inhibition (C. elegans); Q17339; purified GLD-1 + fluorescein TGE RNA, fluorescence polarization; inhibition, % at 5.96 µM; hit rate 0.44% among 320,000; AID 2280;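 active = percent inhibition above a per-plate cutoff, the plate mean of test compounds plus 3 SD, cut at about 30% in these data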;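 note: 0% = DMSO wells with GLD-1 and probe and 100% = wells lacking GLD-1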
AHR activator: human AHR activation; activation, % at 5 µM; AHR-responsive luciferase reporter cells, luminescence; P35869; hit rate 2.5% among 320,000; in the data active = activation above about 47%;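 note: 0% = vehicle wells and 100% = reference agonist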
* hit, by the source's call; · = not tested or not shown.

SMILES | PME-1 inh | PAFAH1B2 inh | Fam108B inh | pPAFAH FP inh | MCL1 BIM primary | MEX-5 binding | BCLXL inh | GLD-1 TGE inh | AHR activator
N/C(=N\OC(=O)c1ccc2ccccc2c1)c1ccncc1 | 2 | -1 | 4 | -1 | 7 | -1.7 | 0 | -5 | -2
COc1ccc(C(=O)COC(=O)C2CCCN2C(=O)C23CC4CC(CC(C4)C2)C3)cc1 (stereo unspecified) | 3 | 2 | 1 | 0 | -2 | 1.3 | 2 | 1 | -1
CN(C)Cc1c(C(=O)N/N=C/CCc2ccccc2)nnn1-c1nonc1N | 6 | 4 | 4 | 1 | 9 | 0.3 | 6 | -2 | -4
CC(=O)Oc1ccc(/C=C(\NC(=O)c2ccco2)C(=O)Nc2ccc(C(C)=O)cc2)cc1 | -3 | 7 | -2 | 4 | 0 | 2.8 | 0 | 5 | 1
O=C(c1cnc2ccccn2c1=O)N1CCCc2ccccc21 | 2 | 6 | -1 | 3 | -2 | -0.6 | 1 | 7 | -1
NCC(c1ccccc1)c1c[nH]c2ccccc12 (stereo unspecified) | 1 | 3 | 4 | 3 | 2 | 0.1 | -1 | -1 | 46
COc1ccc(NC(=O)CSC2=NN3CCCC(=O)N=C3S2)c(OC)c1 | 1 | -6 | 2 | 7 | 4 | -1.6 | 3 | -2 | 1
Cc1ccc(NC(=O)c2oc3ccccc3c2C)c([N+](=O)[O-])c1 | -11 | 6 | -2 | -9 | -4 | -0.8 | 3 | -7 | 23
Cc1ccccc1-n1ncc(C(C)NC(=O)c2ccco2)c1C (stereo unspecified) | -5 | 0 | 0 | 3 | 11 | 0.1 | 6 | 2 | 4
CCc1nc2ccc(C(=O)N3CCN(c4cccc(C(F)(F)F)c4)CC3)cc2nc1CC | 1 | 4 | 0 | 2 | -3 | -0.4 | 2 | 3 | 3
Cc1ccc([N+](=O)[O-])c(OCCCN2CCCCCC2)c1 | 1 | -3 | -2 | 4 | -4 | -1.2 | 2 | -1 | 5
CCOc1ccc2nc(SCC(=O)NC(=O)NCc3ccco3)[nH]c2c1 | 10 | 5 | 0 | 7 | -5 | -3.0 | -8 | -4 | 19
O=C(NCc1ccccc1)C(c1cccnc1)N(Cc1ccco1)C(=O)c1ccccn1 (stereo unspecified) | -4 | 0 | 3 | 0 | 10 | -3.1 | 7 | 2 | 3
COc1ccccc1N1CCN(/N=C/c2cccc(OC)c2OC)CC1 | -3 | -4 | 3 | 6 | 2 | 1.5 | -6 | -4 | 4
COc1ccc(C(CNC(=O)c2oc3ccccc3c2C)N2CCCC2)cc1 (stereo unspecified) | -3 | 2 | · | 3 | 1 | · | 0 | -6 | 47*
CCn1cc(CN2CCCC(C(=O)Nc3ccc(-c4cscn4)cc3)C2)cn1 (stereo unspecified) | -3 | -7 | -4 | 4 | 1 | 0.9 | 2 | 4 | 4
CC(OC(=O)c1cccc(NS(C)(=O)=O)c1)C(=O)Nc1ccc(N2CCOCC2)cc1 (stereo unspecified) | -1 | 2 | 3 | -1 | -2 | -1.8 | 0 | 3 | 4
CCOc1ccc(NC(=O)C/C(N)=N/O)cc1 | 2 | -4 | -4 | 0 | 6 | 2.3 | 11 | 6 | 3
COc1ccc(OCCOCCN2CCc3ccccc3C2)cc1 | 0 | -3 | 0 | -2 | -1 | 1.9 | 2 | 2 | 5
Cc1ccc2nc3c(cc(C#N)c(=N)n3Cc3cccnc3)c(=O)n2c1 | 3 | · | 2 | -3 | 6 | -7.9 | 11 | 9 | 7
CCOC(=O)N1CCN(C(=O)COc2cccc3c2CCN(Cc2ccccc2C)C3=O)CC1 | 3 | 1 | -3 | 3 | 8 | 1.4 | 7 | 2 | 6
CCc1ccc(OC(=O)c2cccnc2)cc1 | 6 | 0 | 2 | 1 | -3 | 3.2 | 0 | 3 | 1
C/C(Cc1ccccc1)=N\NC(=O)c1cccnc1 | -7 | -7 | 4 | -9 | -1 | -1.6 | 1 | -2 | 43
COC(=O)CCC(=O)Nc1sc(Cc2ccccc2)c(C)c1C(N)=O | 0 | 0 | -1 | 1 | 16 | -3.1 | 9 | 3 | -2
COc1ccc(CNc2ncc(-c3ccccc3)n2C)cc1 | -3 | 1 | 6 | 0 | 1 | -1.5 | 1 | 3 | 5
CCc1c(C2(O)CCCCC2)[nH]c2cc(C(F)(F)F)ccc12 | -5 | 0 | 0 | 0 | 12 | 1.7 | 9 | 9 | 34
O=C(CN(Cc1ccc(F)cc1)C(=O)CCC(=O)Nc1ccccn1)NCc1ccc(F)cc1 | 6 | 3 | -1 | 8 | -1 | -0.7 | 3 | 0 | -1
COc1ccccc1OCC(=O)N1CC2(C)CC1CC(C)(C)C2 (stereo unspecified) | -9 | 8 | -5 | 2 | 1 | -1.3 | 3 | 2 | 8
CN(C)CCCNS(=O)(=O)c1ccc(NC2CCCCCC2)c([N+](=O)[O-])c1 | -13 | 1 | -2 | 1 | 2 | 1.9 | 4 | 0 | -1
Fc1ccc(Br)cc1C1C=C(c2ccc(Br)cc2)Nc2ncnn21 (stereo unspecified) | -3 | 10 | -1 | 12 | 7 | 0.7 | 10 | 7 | -10
COc1ccc(/C=C/C(=O)OCC(=O)Nc2ccc(N3CCOCC3)cc2)cc1 | -1 | -4 | -3 | 10 | 1 | -0.1 | 5 | -2 | 0
COc1ccc(NC(=O)C(c2ccccc2)c2ccccc2)cn1 | 9 | 0 | 0 | 2 | 2 | 2.5 | 3 | -9 | 3
COc1ccccc1CNC(=O)Cc1ccc(OC)c(OC)c1 | 0 | -1 | -2 | 3 | -4 | 1.9 | 0 | -2 | 12
COc1ccccc1NC(=O)Cn1c(C)nc2c(sc(=S)n2Cc2ccco2)c1=O | -8 | -2 | 0 | 5 | 10 | -0.8 | 8 | 8 | 3
COc1ccccc1C(CNC(=O)c1ccc(S(=O)(=O)NCc2ccco2)cc1)N(C)C (stereo unspecified) | 6 | 3 | -2 | 2 | 8 | 3.0 | 6 | 4 | -3
CCN(CC)CCn1c(OC)cc(=O)[nH]c1=O | -6 | -1 | 4 | 5 | 4 | 0.9 | -1 | -5 | 3
CN(CC(=O)Nc1ccccc1Br)c1ncnc2sccc12 | -1 | 5 | -1 | 2 | 1 | 1.4 | 0 | 4 | 4
O=C(NNC(=S)NC1CC2C=CC1C2)c1ccncc1 (stereo unspecified) | 2 | 2 | 5 | 4 | 10 | 2.4 | 11 | 11 | -1
CCN(c1ccc(NC(=O)COC(=O)CCc2nc3ccccc3n2-c2ccccc2)cc1)C(C)C | 8 | 0 | 5 | 24 | 6 | -0.1 | -2 | 12 | -1
CCN(CC)C(=O)C1CCCN(C/C(C)=C/c2ccccc2)C1 (stereo unspecified) | 1 | 2 | -1 | -1 | -8 | 0.3 | -5 | 5 | 2

Three structures already listed, ordered by formula weight, smallest number first:
SMILES | PME-1 inh | PAFAH1B2 inh | Fam108B inh | pPAFAH FP inh | MCL1 BIM primary | MEX-5 binding | BCLXL inh | GLD-1 TGE inh | AHR activator
C/C(Cc1ccccc1)=N\NC(=O)c1cccnc1 | -7 | -7 | 4 | -9 | -1 | -1.6 | 1 | -2 | 43
O=C(NNC(=S)NC1CC2C=CC1C2)c1ccncc1 (stereo unspecified) | 2 | 2 | 5 | 4 | 10 | 2.4 | 11 | 11 | -1
COc1ccc(NC(=O)C(c2ccccc2)c2ccccc2)cn1 | 9 | 0 | 0 | 2 | 2 | 2.5 | 3 | -9 | 3

Continuation:
SMILES | PME-1 inh | PAFAH1B2 inh | Fam108B inh | pPAFAH FP inh | MCL1 BIM primary | MEX-5 binding | BCLXL inh | GLD-1 TGE inh | AHR activator
Cc1nnc(SCC(=O)Nc2cc(C(F)(F)F)ccc2N2CCOCC2)o1 | 0 | 4 | -1 | -4 | -19 | -1.4 | -14 | 1 | 0
FC(F)(F)c1nnc(N2CCN(c3ccc(Cl)cc3)CC2)s1 | 1 | 3 | 2 | 0 | 3 | 0.9 | 0 | 0 | -7
Cc1nc2cc(NC(=O)N3CCN(c4ccccn4)CC3)ccc2o1 | -2 | -4 | -2 | -2 | 2 | 0.9 | -2 | 9 | -2
COc1ccc(C(C(=O)NC2CCCC2)N(Cc2ccc(F)cc2)C(=O)c2ccn[nH]2)cc1OC (stereo unspecified) | 1 | 1 | -2 | 1 | 5 | 0.2 | 6 | -1 | -1
Nc1ccc2nc(NC(=O)C3CCCCC3)sc2c1 | 5 | 2 | 5 | 4 | 4 | 1.9 | 0 | 5 | -2
COc1ccc(C(=O)c2c(C)c3ccccc3n2CC(O)CNC(C)C)cc1 (stereo unspecified) | -2 | 3 | -2 | 3 | 1 | 0.0 | 0 | 4 | -1
O=c1c2cn[nH]c2nc(SCc2ccc3c(c2)OCCO3)n1-c1ccccc1 | 4 | -2 | -3 | 2 | 6 | 2.7 | 5 | 1 | 0
CCN(CC(=O)Nc1ccc(OC)cc1)C(=O)CSCc1c(C)noc1C | 0 | 6 | · | -2 | 3 | · | 3 | 4 | 1
CC(=O)N1CCSc2ccc(S(=O)(=O)N3CCC(C)CC3)cc21 | 0 | 10 | 1 | 2 | 6 | 2.3 | 6 | 6 | 0
CCOc1ccc(OCCOCCNCCOC)cc1 | -4 | 3 | -5 | 0 | 0 | -1.4 | 0 | 6 | -2
Cc1ccc(C2C(C#N)=C(N)SC(N)=C2C#N)c(C)c1 | -34 | -30 | -51 | -5 | -107 | -3.9 | -61 | -89 | -5
CC(C)(C)OC(=O)N1CCCC1C(=O)NC(Cc1ccccc1)C(=O)O (stereo unspecified) | 3 | 1 | -4 | 4 | 6 | 0.4 | 7 | -1 | 1
NNC(=O)c1cc2c(s1)-c1cc(Cl)ccc1SC2 | -4 | · | -5 | 2 | 10 | -1.6 | 7 | 1 | 64*
O=C(O)c1ccc(S(=O)(=O)NCc2ccc3c(c2)OCO3)cc1 | 5 | 4 | -4 | 8 | 2 | 2.7 | 1 | 2 | -1
Cc1ccc(-c2csc3nc(C)n(-n4cccc4)c(=O)c23)o1 | -2 | 0 | -4 | 3 | 5 | -0.9 | 6 | 2 | 1

Molecules listed so far that contain a furan ring, fused or not, in the order listed:
SMILES | PME-1 inh | PAFAH1B2 inh | Fam108B inh | pPAFAH FP inh | MCL1 BIM primary | MEX-5 binding | BCLXL inh | GLD-1 TGE inh | AHR activator
CC(=O)Oc1ccc(/C=C(\NC(=O)c2ccco2)C(=O)Nc2ccc(C(C)=O)cc2)cc1 | -3 | 7 | -2 | 4 | 0 | 2.8 | 0 | 5 | 1
Cc1ccc(NC(=O)c2oc3ccccc3c2C)c([N+](=O)[O-])c1 | -11 | 6 | -2 | -9 | -4 | -0.8 | 3 | -7 | 23
Cc1ccccc1-n1ncc(C(C)NC(=O)c2ccco2)c1C (stereo unspecified) | -5 | 0 | 0 | 3 | 11 | 0.1 | 6 | 2 | 4
CCOc1ccc2nc(SCC(=O)NC(=O)NCc3ccco3)[nH]c2c1 | 10 | 5 | 0 | 7 | -5 | -3.0 | -8 | -4 | 19
O=C(NCc1ccccc1)C(c1cccnc1)N(Cc1ccco1)C(=O)c1ccccn1 (stereo unspecified) | -4 | 0 | 3 | 0 | 10 | -3.1 | 7 | 2 | 3
COc1ccc(C(CNC(=O)c2oc3ccccc3c2C)N2CCCC2)cc1 (stereo unspecified) | -3 | 2 | · | 3 | 1 | · | 0 | -6 | 47*
COc1ccccc1NC(=O)Cn1c(C)nc2c(sc(=S)n2Cc2ccco2)c1=O | -8 | -2 | 0 | 5 | 10 | -0.8 | 8 | 8 | 3
COc1ccccc1C(CNC(=O)c1ccc(S(=O)(=O)NCc2ccco2)cc1)N(C)C (stereo unspecified) | 6 | 3 | -2 | 2 | 8 | 3.0 | 6 | 4 | -3
Cc1ccc(-c2csc3nc(C)n(-n4cccc4)c(=O)c23)o1 | -2 | 0 | -4 | 3 | 5 | -0.9 | 6 | 2 | 1

From PubChem BioAssay

Not all compounds are listed; count on the stated rates, not on these rows.
